Compound activity deposited in PubChem by National Center for Advancing Translational Sciences (NCATS).
15-hLO-2 inh = inhibitors of human 15-lipoxygenase 2 (ALOX15B); O15296; purified 15hLO-2, xylenol orange hydroperoxide absorbance; Potency, µM (series often up to 57.1 µM), for inactives: top-dose activity change, negative = inhibition, usual class: inhibitors; hit rate 0.56% among 110,000; further: potency means the concentration at half of the fitted maximal effect; nearly all actives have a fitted effect of over 60% in size; many of its hits are not listed in these tables
Target sequence (O15296 whole entry, looked up): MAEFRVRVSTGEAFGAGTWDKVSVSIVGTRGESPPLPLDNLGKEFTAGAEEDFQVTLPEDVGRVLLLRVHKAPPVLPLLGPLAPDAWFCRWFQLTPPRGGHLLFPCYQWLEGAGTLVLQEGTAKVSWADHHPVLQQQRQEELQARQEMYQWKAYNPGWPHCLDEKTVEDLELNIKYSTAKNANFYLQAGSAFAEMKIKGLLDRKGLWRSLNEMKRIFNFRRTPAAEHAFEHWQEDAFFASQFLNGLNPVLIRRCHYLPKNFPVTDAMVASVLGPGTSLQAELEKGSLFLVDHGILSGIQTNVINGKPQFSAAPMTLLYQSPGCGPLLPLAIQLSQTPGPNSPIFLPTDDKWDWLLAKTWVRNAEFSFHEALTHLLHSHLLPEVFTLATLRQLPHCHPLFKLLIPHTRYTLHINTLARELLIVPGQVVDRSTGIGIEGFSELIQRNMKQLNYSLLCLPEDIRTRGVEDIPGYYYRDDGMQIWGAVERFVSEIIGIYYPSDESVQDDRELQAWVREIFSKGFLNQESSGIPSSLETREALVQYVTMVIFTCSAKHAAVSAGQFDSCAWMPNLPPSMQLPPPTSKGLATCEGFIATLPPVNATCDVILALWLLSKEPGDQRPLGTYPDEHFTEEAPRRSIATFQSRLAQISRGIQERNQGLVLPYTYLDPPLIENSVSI
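Purified human 15hLO-2 (50 nM final) preincubated with compounds 15 min at room temperature in 25 mM Hepes pH 7.5, 0.01% Triton X-100, then 45 uM arachidonic acid added for 90 min; hydroperoxide detected via ferrous/xylenol orange, 573/405 nm absorbance ratio.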
ALOX12 inhib = 12-hLO (ALOX12) enzyme inhibition; P18054; purified 12-hLO, xylenol orange hydroperoxide absorbance; Potency, µM (titrated, usually from 57.1 µM), inactives show at the top dose activity change, negative = inhibition, hits mostly inhibitors; AID 1452; hit rate 0.12% among 150,000; further: potency means the concentration at half of the fitted maximal effect; nearly all actives have a fitted effect of over 55% in size; many of its hits are not listed in these tables
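Hydroperoxide output read as Fe(III)-xylenol orange absorbance, 573-to-405 nm ratio, after 30 min reaction with 40 uM arachidonic acid. Enzyme: 150 nM purified human 12hLO, 15 min compound preincubation; 25 mM Hepes pH 7.0, room temperature.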
PNC inhibitor = blocks assembly of the perinucleolar compartment; hit rate 3.1% among 140,000; activity change (PNC), negative = inhibition, % at 10 µM; AID 2417; PC3M PTB-GFP, PNC prevalence imaging, 16 h; active compounds read low;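 active means readout at or below -70, meaning at least 70% loss of cells showing the perinucleolar compartment, a nuclear body marking cancer cells; inconclusive means readout between -30 and a set limit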;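 further: plate controls were DMSO wells for no effect and camptothecin positive control wells for full effect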
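PC3M cells stably expressing PTB-GFP, 750–1000 cells/well, treated 16 h at 37 °C with compound (23 nl of library stock), in duplicate. After paraformaldehyde fixation and Hoechst stain, imaged at 20x; PNC prevalence scored by image analysis.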
IMPase cell inh = cell-permeable inhibitors of inositol monophosphatase (IMPase); AID 901; CHO-M1 cells, IP1 accumulation, HTRF TR-FRET ratio; 120,000 tested, under 10 active; P97697; inhibition (IP1 accumulation), % at 46.1 µM; active means well fitted curve in the direction sought with a large enough effect in the signal ratio, not every such curve was filed as active; inconclusive means small, poorly fitted or top-dose-only effect, or a change in a side signal; inactive means no such curve, though single readings can be large or run the other way; the % refers to the signal ratio;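 further: cells stimulated with carbachol in lithium chloride buffer; plate controls were DMSO basal wells for no effect and reference inhibitor wells for full effect; higher means more IMPase inhibition seen as more IP1 and lower FRET ratio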
Target sequence (P97697 whole entry, looked up): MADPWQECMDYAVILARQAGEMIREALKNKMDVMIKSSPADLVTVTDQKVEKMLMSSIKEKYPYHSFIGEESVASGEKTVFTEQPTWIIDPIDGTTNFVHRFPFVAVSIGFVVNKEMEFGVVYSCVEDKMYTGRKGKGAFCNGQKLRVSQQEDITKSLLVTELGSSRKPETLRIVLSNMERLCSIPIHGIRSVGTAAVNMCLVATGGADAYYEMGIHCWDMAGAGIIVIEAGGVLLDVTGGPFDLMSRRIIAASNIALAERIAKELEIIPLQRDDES
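Elevated IP1 in lysates lowers TR-FRET signal (665/620 ratio and 620 channel reported). Cells were CHO-M1, given carbachol (50 uM as added) plus 50mM LiCl, pH 7.4, 30 min, 37C; compounds titrated up to 46 uM; AC50 by Hill equation.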
An asterisk follows results filed as active; ? = inconclusive; · = no result given; [ ] = remark or other dose. Unless noted, the call rests on the fitted dose curve; in most records, active means well fitted curve in the direction sought with a large enough effect; inconclusive means small, poorly fitted or top-dose-only effect, or another doubt; inactive means no such curve, though single readings can be large; an effect the other way counts as inactive or inconclusive. Unless noted, on the % scale 0 is the no-effect control and ±100 the full control effect.

SMILES	15-hLO-2 inh	ALOX12 inhib	PNC inhibitor	IMPase cell inh
NC(=O)c1ccc2c(c1)OCCO2	-7%	-2%	-21	-13
O=C(CN1CCN(Cc2ccc3c(c2)OCO3)CC1)Nc1ccc2c(c1)OCCO2	11%	-5%	?	6
c1csc(-c2nc3ccccc3[nH]2)c1	·	0%	-22	-12
COc1ccc(CCNC(=O)c2cc(C(=O)c3cc(C)ccc3O)cn(CCc3ccc(OC)cc3)c2=O)cc1	·	-1%	?	·
Cc1cc(C(=O)CSc2nnc3c(Cl)cc(Cl)cn23)c(C)n1C	-2%	-1%	-18	3
CSc1nnc(-c2cnccn2)n1C	·	-1%	234	3
COc1ccc(NC(=O)c2ccc(=O)[nH]c2)cc1S(=O)(=O)N1CCCCC1	·	1%	16	·
CCOc1cc(N2CCOCC2)c(OCC)cc1NC(=O)COc1ncnc2ccc(Br)cc12	-4%	9%	46	9
CCN(CC)CCN1C(=O)C(=O)/C(=C(/O)c2c(C)[nH]c(C(=O)OC)c2C)C1c1cccc(OC)c1 (stereo not given)	-2%	0%	-13	8
CCS(=O)(=O)N1Cc2ccccc2CC1C(=O)NCC12CC3CC(CC(C3)C1)C2 (stereo not given)	-3%	5%	7	16
COc1cc(/C=N/Nc2nn3cnnc3c3ccccc23)ccc1O	1%	-4%	-9	?
Cc1cccc2cc(CN(Cc3nnnn3C3CCCCC3)C3CCCC3)c3nnnn3c12	·	0%	-15	·
CN(C)NC(=S)Nc1ccc(Cl)cc1	-7%	-9%	?	2
Cc1nc(NC(=O)/C=C/c2ccccc2)sc1C(=O)Nc1ccccc1Cl	-3%	2%	96	1
O=C1OC2(CCCCC2)OC(=O)C1=CNc1nccs1	-4%	-2%	48	-1
CCOc1cc(/C=N/NC(=O)C(=O)NC2CC2)cc(Br)c1O	·	-6%	43	8
O=C1CC(NCCC2=CCCCC2)C(=O)N1c1cccc(Cl)c1Cl (stereo not given)	-5%	0%	-12	4
C/C(Cn1nc([N+](=O)[O-])cc1C)=N\NC(=O)c1ccc(C(C)(C)C)cc1	-1%	0%	18	-2
COCc1cc(C)nc(NCCO)c1C#N	4%	0%	-7	1
O=C(CSc1ncccc1-c1nc2ccccc2[nH]1)NC1CC1	-6%	-4%	-27	-1
CC(=O)Oc1cccc(N2C(=O)c3ccccc3C2=O)c1	·	-1%	-85*	·
Cc1ccc(C2=[N+]([O-])C3(CCCCC/C3=N\O)N(O)C2(C)C)o1 (stereo not given)	-28%	-9%	-11	14
Cc1ccc(NC(=S)NN(C)c2cc(C)nc(C)n2)cc1	·	-1%	-13	·
COCCN(C(=S)Nc1cccc(OC)c1)C1CCN(C(C)=O)CC1	·	1%	18	·
CC1CCC2(OC1)OC1CC3C4CC[C@@H]5CC(O)CC[C@@]5(C)C4CC(=O)[C@]3(C)C1C2C (stereo not given in full)	-4%	-2%	·	·

Single entries from the list.
c1csc(-c2nc3ccccc3[nH]2)c1 – ALOX12 inhib: 0%
COCCN(C(=S)Nc1cccc(OC)c1)C1CCN(C(C)=O)CC1 – ALOX12 inhib: 1%

(listing goes on)
SMILES	15-hLO-2 inh	ALOX12 inhib	PNC inhibitor	IMPase cell inh
CC(C(=O)NCc1ccccc1)N1C(=O)CN(C)C(=O)c2ccccc21 (stereo not given)	-2%	7%	39	-6
O=C(C1CCC(=O)N1Cc1ccccc1Cl)N1CCN(c2cccc(Cl)c2)CC1 (stereo not given)	1%	-3%	-12	1
Cn1ccnc1SCC(=O)Nc1cccc2ccccc12	13%	-6%	?	-1
O=C1CC(c2ccccc2Cl)C2=C(COC2=O)N1 (stereo not given)	-7%	-1%	?	2
O=C(NC1CCCC1)C1C2C=CC3(CN(Cc4cccs4)C(=O)C13)O2 (stereo not given)	·	0%	8	·
CCN1CCN(C(=O)Cn2c(=O)sc3ccccc32)CC1	3%	-2%	30	3
Nc1nc(-c2ccccc2Br)cs1	·	-4%	14	?
O=C(NCc1ccco1)c1ccccc1NS(=O)(=O)c1ccc(Br)s1	-5%	4%	-4	6
COc1ccc(CCN2C(=O)NC(NC(=O)C(C)(C)C)(C(F)(F)F)C2=O)cc1OC (stereo not given)	·	-3%	?	0
Cc1ccc(NS(=O)(=O)c2ccc(NC(=O)CSc3ccc(Cl)cc3)cc2)c(C)c1	-11%	-12%	139	-2
C/C(=C\C(=O)C(F)(F)F)Nc1ccc(C)cc1	·	1%	?	·
Cc1[nH]nc2c1C(=O)CCC2	-4%	-2%	57	9
COC(=O)C1=C(C(=O)OC)C2(OC1c1ccccc1C)C(=O)c1ccccc1C2=O (stereo not given)	·	2%	13	-8
Cc1ccc(OCCN2C(=O)CSC2=O)cc1	-1%	-3%	-14	?
Cc1nc(N2CCN(Cc3ccccc3)CC2)nc2c1C(=O)CCC2	16%	0%	12	-1
CCN1C(=O)/C(=C/c2c(C)nn(C)c2C)SC1=S	-5%	-6%	?	16
Cc1cc(C)c(S(=O)(=O)NCc2cn3c(C)csc3n2)c(C)c1	7%	-2%	?	-13
c1ccc(CCNc2ccccn2)nc1	-5%[11.4 µM]	4%[11.4 µM]	·	·
CCOC(=O)c1cc(-c2ccccc2)sc1NC(=O)C(C)N1C(=O)c2ccccc2C1=O (stereo not given)	·	0%	12	-3
COC(=O)C(NC(=O)c1ccco1)(Nc1cc(C)ccn1)C(F)(F)F (stereo not given)	·	0%	-100*	11
C=CCOc1ccc(C(=O)N(Cc2ccc(N(C)C)cc2)C2CCS(=O)(=O)C2)cc1 (stereo not given)	4%	1%	33	-6
O=C1OCCN1C(=O)[C@H]1[C@H](c2ccccc2)C(c2ccccc2)=NN1c1ccc(Br)cc1	?	-3%[0.00818 µM]	·	·
O=C(c1ccc(COc2c(F)c(F)cc(F)c2F)o1)N1CCN(c2ccccc2)CC1	·	11%	18	15
CN(C)CCCN1C(=O)C(=O)/C(=C(/O)c2ccc3c(c2)OCCO3)C1c1ccco1 (stereo not given)	-5%	-2%	-86*	-6
O=C(N/N=C/c1cccc(O)c1)c1cc(-c2ccc3c(c2)OCO3)n[nH]1	·	-6%	2	12
Next entries follow:
SMILES	15-hLO-2 inh	ALOX12 inhib	PNC inhibitor	IMPase cell inh
N=C(N)c1ccc(OCCCCCOc2ccc(C(=N)N)cc2)cc1	25%	-26%	?	4[20.6 µM]
N#Cc1ccc(CN2CC3(CCN(C(=O)c4csnn4)CC3)C2)cc1	4%	0%	·	·
COc1ccc(Nc2ncc(C(=O)N3CCC(C(N)=O)CC3)c3ccccc23)cc1	-1%	5%	8	7
Cn1cccc1CC(=O)NNC(=S)Nc1ccc(F)cc1	·	-3%	5	·
CCc1c(C)nc2[nH]nc(-c3ccccc3)n2c1=O	-2%	5%	?	3
O=C(COC(=O)C12CC3CC(CC(O)(C3)C1)C2)NC(=O)NCc1ccco1	-7%	1%	-28	-2
CS(=O)(=O)Nc1ccccc1C(=O)N1CCOCC1	0%	-9%	42	16
CCCc1nc2ccccc2c(C(=O)O)c1CC	-5%	-3%	36	-7
NC(=O)c1ccccc1NS(=O)(=O)Cc1ccccc1	1%	6%	?	3
c1cncc(-c2nnc3n2C2(CCCCC2)Cc2ccccc2-3)c1	-4%	-3%	11	0
COc1ccc(OCCOCCN2CCOCC2)cc1	-23%	-2%	13	0
Nc1nonc1C(=O)NCCN=Cc1ccccc1O	1%	2%	17	0
CCOC(=O)C1=C(C)N=c2s/c(=C\c3ccncc3)c(=O)n2C1c1ccc2c(c1)OCO2 (stereo not given)	3%	-22%	8	8
Clc1ccc2[nH]c3c(c2c1)CCc1cn[nH]c1-3	22%	-18%	-3	9
O=C(CCCn1c(=S)[nH]c2ccccc2c1=O)N1CCN(c2cccc(Cl)c2)CC1	-12%	-3%	-11	0
CCN(CC)S(=O)(=O)c1ccc2oc(C(=O)N3CCOCC3)c(C)c2c1	4%	-2%	?	-9
COc1ccc(S(=O)(=O)N2CCC(C(=O)NCc3ccco3)CC2)cc1	5%[2.29 µM]	3%	-4	2
c1ccc(-c2n[nH]c3c2CCC3)cc1	51%[activator]	-5%	3	4
COc1cccc(N(C(=O)Cn2nnc(-c3ccc(C)cc3)n2)C(C(=O)NC(C)(C)C)c2c[nH]c3ccccc23)c1 (stereo not given)	-2%	-8%	-30	-11
CCOC(=O)C(C)N1N=C(/C=C/c2ccc(OC)cc2)CCC1=O (stereo not given)	-1%	1%	55	0
Cc1cc(C)c2c(n1)nn1c(N3CCN(c4ccccn4)CC3)cc(C)nc21	-2%	5%	13	-15
c1ccc2c(c1)-c1ccccc1C2N1CC2CCC(CC2)C1	-5%[11.4 µM]	-2%[11.4 µM]	·	·
Cc1cc2c(cc1C)[n+](C)cn2CC(O)COCc1ccccc1 (stereo not given)	6%	4%	-22	-10
CS(=O)(=O)Nc1cccc(-c2nc(NCCN3CCOCC3)c3ccccc3n2)c1	13%	1%	·	·
CCOC(=O)C1CCN(C(=O)c2ccc3snnc3c2)CC1	·	-1%	104	3

2 records drawn at random from those above, as already listed:
SMILES	15-hLO-2 inh	ALOX12 inhib	PNC inhibitor	IMPase cell inh
CCOC(=O)C1CCN(C(=O)c2ccc3snnc3c2)CC1	·	-1%	104	3
Cc1cc2c(cc1C)[n+](C)cn2CC(O)COCc1ccccc1 (stereo not given)	6%	4%	-22	-10

(list continues)
SMILES	15-hLO-2 inh	ALOX12 inhib	PNC inhibitor	IMPase cell inh
c1ncn(C23CC4CC(CC(C4)C2)C3)n1	·	2%	27	·
O=C(CN1CCOCC1)Nc1ccc(C2CCCCC2)cc1	-6%	-4%	7	-4
CCN1CCN(c2nc(-c3ccncc3)nc3ccccc23)CC1	7%	1%	21	8
OC(COc1c(F)cc(Br)cc1F)CN1CCN(c2ccc(F)cc2)CC1 (stereo not given)	48%[activator]	-27%	-8	1
C=CCn1cc(C(=O)NCCOC)c(=O)c2cc(S(=O)(=O)N(CC)CC)ccc21	3%	-4%	39	-4
COc1ccc(NC(=O)C2CCCN(S(=O)(=O)c3ccc4c(c3)oc(=O)n4C)C2)cc1OC (stereo not given)	6%	3%	10	3
COc1cc(Cl)c(C)cc1NC(=O)CSc1cc(Cl)ccc1Cl	·	-2%	-119*	1
CC(C)(C)C(=O)NCCCc1nc2ccccc2n1CCCOc1ccc(Cl)cc1	?	3%	25	14
COc1ccc(O)c(C(=O)c2cc(C#N)c(=O)n(-c3c(C)n(C)n(-c4ccccc4)c3=O)c2)c1	-4%	-6%	1	8
COC(=O)CCc1c(C)[nH]c(C(=O)OCc2ccccc2)c1C	3%	-3%	21	7
COc1ccc(/C=N/NC(=O)CSc2nnc(CCCc3ccc(OC)c(C)c3)o2)cc1	16%	-3%	?	1
Cc1ccc(C)c(N2CCN(c3ccc(N4C(=O)COCC4=O)cc3[N+](=O)[O-])CC2)c1	·	2%	-8	·
c1ccc(-c2nc(-c3ccco3)n3ccccc23)cc1	·	3%	12	·
Cc1ccnc(SCC(=O)Nc2c(C)n(C)n(-c3ccccc3)c2=O)n1	-2%	3%	26	-6
S=c1[nH]c2ccccc2s1	?	-4%[0.00818 µM]	·	·
CCN1CCN(c2ccc([N+](=O)[O-])c(Sc3nc4ccccc4[nH]3)c2)CC1	·	3%	?	13
CN(Cc1ccccc1)c1ncnc2c1cnn2-c1ccccc1	8%	4%	43	-2
CCOC(=O)c1[nH]c2ccc(OC)cc2c1NC(=O)c1cccc(OC)c1	-12%	-8%	?	6
O=C(CN1CCN(C2CCCCC2)CC1)Nc1ccccc1-c1ccccc1	4%	?	-18	1
CCCc1cc(=O)[nH]c(SCC(=O)NCCCC(=O)OCC)n1	-8%	2%	?	7
COc1cc(CCN2C(=O)N[C@@H](c3cccc(C(F)(F)F)c3)C(C(C)=O)=C2C)cc(OC)c1OC	·	-1%	-10	·
CC(=O)c1ccc(NC(=O)CCn2c(=O)oc3ccccc32)cc1	8%	-5%	-12	7

An excerpt. The share of hits here may be higher or lower than overall.
